# S100A4 inh HTS: inhibitors of human S100A4 binding to myosin IIA peptide | P26447 | S100A4/TAMRA-MyoIIA peptide fluorescence polarization | inhibition, % at 10.7 µM | 360,000 tested, 0.14% active;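 active = mean inhibition of at least 70% across replicates, with every replicate also reaching that level; inconclusive = mean inhibition reaches 70% but some replicates fall short; inactive = mean inhibition below 70%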
# Target sequence (P26447 whole entry, looked up): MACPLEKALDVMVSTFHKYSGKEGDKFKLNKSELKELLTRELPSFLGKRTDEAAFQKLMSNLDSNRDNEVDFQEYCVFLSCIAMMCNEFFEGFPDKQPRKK
#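 Assay system: human S100A4 monomer with TAMRA-labelled myosin IIA peptide / Buffer or medium: Calcium-containing HEPES buffer, pH 7.2 / Reagent: TAMRA-labelled myosin IIA heavy-chain peptide probe, 5 nM / Compound: one dose per compound / Timing: polarization read 5 min after assay mix addition, stable 5–60 min / Benchmarks: neutral control DMSO, positive control TFP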
# SIRT5 block: blocks human SIRT5 desuccinylation of peptide; inhibition, % at 15 µM; AID 652115; 330,000 tested, 1.1% active; Purified SirT5, succinyl-peptide AMC, trypsin-coupled fluorescence; in the data active = inhibition above about 15%; inconclusive = no clear call, values can overlap the other calls
# Target sequence (Q9NXA8 whole entry, looked up): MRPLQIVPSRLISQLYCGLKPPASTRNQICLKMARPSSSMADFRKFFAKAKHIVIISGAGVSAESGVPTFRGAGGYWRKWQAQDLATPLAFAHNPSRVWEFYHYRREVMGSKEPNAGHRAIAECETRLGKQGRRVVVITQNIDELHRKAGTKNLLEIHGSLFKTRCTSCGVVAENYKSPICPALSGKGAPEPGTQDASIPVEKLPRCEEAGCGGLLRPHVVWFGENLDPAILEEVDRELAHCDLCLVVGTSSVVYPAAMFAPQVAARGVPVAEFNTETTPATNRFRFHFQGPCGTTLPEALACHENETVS
# DENV2 CPE: DENV2-induced cell death inhibition; AID 651640; 350,000 tested, 1.7% active; CPE inhibition, % at 9.99 µM; DENV2-infected cells, cytopathic effect rescue, plate reader; in the data active = CPE inhibition above about 20%, passing the limit was not always enough; inconclusive = no clear call, values can overlap the other calls; tested in BHK-21 cells;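 also: 0% = median of neutral control wells and 100% = median of positive control wells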
# E-sel inducer: E-selectin induction on HUVECs; HUVEC E-selectin immunofluorescence imaging; normalized: neutral wells 0, TNF-alpha wells 100; P16581; activation, % at 7.58 µM; 260,000 tested, 0.37% active;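 active = mean E-selectin-positive cell signal at least 10% of the positive control, reached in at least 60% of replicates, without over 20% cell loss; inconclusive = no rule given, readout overlaps actives, possibly toxicity-flagged; inactive = the rest, including those meeting only one limit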;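 also: in these data hits start at about 27%; measured in HUVEC primary endothelial cells; signal is the percent of cells scored E-selectin positive by PE staining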
# Target sequence (P16581 whole entry, looked up): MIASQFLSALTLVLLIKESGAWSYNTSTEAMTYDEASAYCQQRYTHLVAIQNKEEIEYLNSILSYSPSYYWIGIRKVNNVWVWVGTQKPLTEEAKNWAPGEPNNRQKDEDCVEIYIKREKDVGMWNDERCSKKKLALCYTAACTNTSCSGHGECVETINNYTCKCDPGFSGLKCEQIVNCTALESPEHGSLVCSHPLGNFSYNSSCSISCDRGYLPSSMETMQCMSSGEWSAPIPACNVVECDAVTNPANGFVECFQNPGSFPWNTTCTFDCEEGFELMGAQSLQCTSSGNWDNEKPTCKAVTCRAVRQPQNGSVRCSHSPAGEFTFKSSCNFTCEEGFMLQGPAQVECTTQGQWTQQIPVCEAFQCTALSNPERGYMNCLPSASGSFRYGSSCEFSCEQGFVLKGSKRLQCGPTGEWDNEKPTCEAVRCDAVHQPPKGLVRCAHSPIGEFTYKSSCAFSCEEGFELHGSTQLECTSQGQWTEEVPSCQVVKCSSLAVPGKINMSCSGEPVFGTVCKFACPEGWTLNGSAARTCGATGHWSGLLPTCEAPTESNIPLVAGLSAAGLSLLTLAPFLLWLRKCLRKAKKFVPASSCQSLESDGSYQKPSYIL
#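 Test system: HUVEC | Signal: Immunofluorescence imaging | Read-out: Percent E-selectin-positive cells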
# C2C12 statin: suppressors of simvastatin-induced myotoxicity in C2C12 myotubes | ATP luminescence, 48 h; scaled: DMSO 0, geranylgeraniol control 100 | AID 602340 | 330,000 tested, 0.78% active | rescue of ATP level, % at 7.49 µM;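 active = mean ATP rescue above about 67%, or every replicate alone reaching that limit, limit read from the data, passing the limit was not always enough; inconclusive = no clear call, values can overlap the other calls; inactive = mean under the limit and some replicate under it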;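 also: myotubes were challenged with 10 µM simvastatin during compound exposure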
# ERp5 block: inhibitors of human ERp5. ERp5 insulin aggregation, absorbance 650 nm, 90 min. inhibition, % at 9.99 µM. 350,000 tested, 0.05% active. AID 651711;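 active = mean replicate inhibition above about 25%, with every replicate also reaching it, limit read from the data, passing the limit was not always enough; inconclusive = only one of those two criteria met; inactive = neither criterion met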
# PglD inh: inhibitors of Campylobacter jejuni PglD acetyltransferase; inhibition, % at 12.5 µM; purified PglD enzyme, DTNB colorimetric CoA detection; 360,000 tested, 0.098% active; in the data active = inhibition above about 16%, passing the limit was not always enough; inconclusive = no clear call, values can overlap the other calls; also: strong numbers were not always called active
# An asterisk follows results filed as active; ? = inconclusive; / = not tested or not shown; & = joins results of further samples; ! = repeats disagree.
1) Cc1ccccc1N(C(=O)CNC(=O)c1ccco1)C(C(=O)NC1CCCCC1)c1ccncc1 (stereo not drawn)
2) Cc1nn(C)c(C)c1S(=O)(=O)N1CCCC(C(=O)NC2CCCCCC2)C1 (stereo not drawn)
3) C[C@@H]1CN([C@@H](C)CO)C(=O)c2cc(NS(C)(=O)=O)ccc2O[C@@H](C)CCCCO[C@H]1CN(C)C(=O)Nc1ccc(F)cc1
4) S=C1NCN(CC2CC2)CN1
5) COc1ccc(CS(=O)(=O)CC(C)(O)c2ccccc2)cc1 (stereo not drawn)
6) COc1ccc(S(=O)(=O)N(C)C[C@H]2OCCCC[C@@H](C)Oc3ccc(NC(=O)Nc4ccc(C(F)(F)F)cc4)cc3C(=O)N([C@@H](C)CO)C[C@H]2C)cc1
7) COc1ccc(-n2nc(C(=O)NCC(=O)Nc3ccccn3)c3ccccc3c2=O)cc1
8) Cc1ccccc1-c1cnc(C(O)c2ccc(Cl)cc2C)[nH]1 (stereo not drawn)
9) COc1ccccc1C(=O)COC(=O)COc1cccc2c1OC(C)(C)C2
10) O=C(C[C@@H]1CC[C@H](NC(=O)NC2CCCCC2)[C@@H](CO)O1)NCc1ccc(F)cc1

assay / compound	1	2	3	4	5	6	7	8	9	10
S100A4 inh HTS	1	3	-13	0	0	4	/	3	-3	2
SIRT5 block	-4	/	-1	/	-4	8	/	1	-4	3
DENV2 CPE	-3	-5	5	?	20	9	/	-3	16	-9
E-sel inducer	/	-0.1	0.1	-0.2	0.2	0.2	-0.9	0.2	0.2	-0.1
C2C12 statin	2	-4	/	/	2	-40	-14	8	17	-3
ERp5 block	2	-2	4	2	2	7	/	0	5	4
PglD inh	-2	4	-2	/	-2	5	0	-4	1	2

# Compound profiles, as listed above:
# COc1ccc(CS(=O)(=O)CC(C)(O)c2ccccc2)cc1 (stereo not drawn) as listed: S100A4 inh HTS = 0; SIRT5 block = -4; DENV2 CPE = 20; E-sel inducer = 0.2; C2C12 statin = 2; ERp5 block = 2; PglD inh = -2
# Cc1ccccc1-c1cnc(C(O)c2ccc(Cl)cc2C)[nH]1 (stereo not drawn) as listed: S100A4 inh HTS = 3; SIRT5 block = 1; DENV2 CPE = -3; E-sel inducer = 0.2; C2C12 statin = 8; ERp5 block = 0; PglD inh = -4

# (cont.)
11) O=c1[nH]c(CSc2ncnc3sccc23)nc2cc(C(F)(F)F)ccc12
12) O=C(N1CCc2[nH]c3ccccc3c2C1)C(F)(F)F
13) Cc1cccc2nc(-c3ccccc3)c(-c3ccc(CN4CCC(c5nc6ccccc6[nH]5)CC4)cc3)nc12
14) Cc1ccc(OCCn2ccnc2)c([N+](=O)[O-])c1
15) O=C(CNC(=S)NC(=O)c1cccc([N+](=O)[O-])c1)c1ccccc1
16) N#C[C@@H]1[C@@H](c2ccccc2C2=CCCC2)[C@@H](CO)N1C(=O)NC1CCCCC1
17) Cc1noc(NS(=O)(=O)c2ccc(NC(=O)/C=C/c3ccc(C(C)C)cc3)cc2)c1C
18) O=C(COc1coc(CN2CCCc3ccccc32)cc1=O)Nc1cccc([N+](=O)[O-])c1
19) Cc1cccc(NC(=O)CNCC(=O)Nc2cccc(C)c2C)c1C
20) COc1ccccc1NC(=O)CSc1nccn1Cc1ccccc1

assay / compound	11	12	13	14	15	16	17	18	19	20
S100A4 inh HTS	-3	6	-23	-1	-1	70	0	-12	-2	-1
SIRT5 block	-2	-2	1	1	-1	-2	10	2	-3	0
DENV2 CPE	0	4	10	-4	2	-19	-1	11	0	/
E-sel inducer	1.0	0.0	0.6	0.3	/	0.2	-0.1	-0.6	-0.1	1.0
C2C12 statin	-40	-10	/	-5	/	/	/	-9	-16	-1
ERp5 block	-1	-1	3	3	5	6	-3	3	6	-6
PglD inh	0	4	/	7	/	/	5	-6	-6	2

21) COc1ccc(NC(=O)Nc2ccc3c(c2)C(=O)N([C@H](C)CO)C[C@H](C)[C@H](CN(C)C(=O)Nc2c(C)noc2C)OCCCC[C@@H](C)O3)cc1
22) Cc1noc(C)c1NC(=O)Nc1ccc2c(c1)CC(=O)N([C@@H](C)CO)C[C@H](C)[C@H](CN(C)C)O2
23) COc1ccc(/C=C2\SC(=O)N(CCCC(=O)Nc3ccc(C(=O)O)cc3)C2=O)cc1OC
24) CSc1ccc(CNC(=O)C2(C)CCCN2CC(C)C)cc1 (stereo not drawn)
25) Cc1[nH]c(-c2ccco2)nc1C(=O)O
26) COC(=O)c1sc2cc(C(F)(F)F)cnc2c1-c1ccccc1
27) CCOC(=O)N1CCN(C(=O)c2noc3c2COc2ccccc2-3)CC1
28) CC(=O)Nc1ccc(Sc2ccccc2C(=O)O)c(C(=O)O)c1
29) COc1ccc2c3c([nH]c2c1)[C@H](CO)N(C(=O)C1CCCC1)CC31CN(S(C)(=O)=O)C1
30) C[C@@H]1CN([C@H](C)CO)C(=O)Cc2cc(NC(=O)Nc3ccc4c(c3)OCO4)ccc2O[C@H]1CN(C)C(=O)Nc1ccc(F)cc1

assay / compound	21	22	23	24	25	26	27	28	29	30
S100A4 inh HTS	9	5	1	1	2	6	-1	10	-5	/
SIRT5 block	-2	-1	8	-1	-6	-1	-11	-3	6	/
DENV2 CPE	4	21*	?	?	1	-6	-3	-2	14	0
E-sel inducer	-0.2	-2.2	-1.6	-0.1	/	/	/	12	-0.3	-0.5
C2C12 statin	/	7	-14	13	6	5	-8	/	/	-1
ERp5 block	-7	6	0	1	5	-2	-4	-3	-10	/
PglD inh	1	0	2	-3	3	/	-1	/	/	-3

# Results in sequence from the entries so far:
# C2C12 statin, entries 21 to 30 → /, 7, -14, 13, 6, 5, -8, /, /, -1

# The listing continues:
31) O=[N+]([O-])c1cccc2[nH]ncc12
32) O=C1CCC/C1=c1\s/c(=C/c2cccnc2)c(=O)n1-c1ccccc1
33) O=C(Nc1nnc(/C=C/c2ccccc2)s1)c1ccco1
34) CC(C)[C@@H]1Cc2[nH]c(=S)[nH]c(=O)c2[C@H](C)O1
35) C[C@@H]1CN([C@@H](C)CO)C(=O)c2cc(NC(=O)CCC(F)(F)F)ccc2O[C@@H]1CN(C)S(C)(=O)=O
36) O=S(=O)(NC1CCCC1)c1ccc(-n2cnnn2)cc1
37) Cc1cc(C)cc(NC(=O)COC(=O)CC2CCCC2)c1
38) C[C@@H]1CN([C@@H](C)CO)C(=O)c2cc(NC(=O)Nc3ccccc3)ccc2O[C@H]1CN(C)Cc1ccccc1
39) CC1(C(=O)Nc2ccc3c(c2)OCO3)CCN1C(=O)C1(c2ccc(Cl)cc2)CC1 (stereo not drawn)
40) COC(=O)C[C@H]1CC[C@@H]2[C@H](COc3ccc(NS(=O)(=O)c4ccccc4F)cc3C(=O)N2C)O1

assay / compound	31	32	33	34	35	36	37	38	39	40
S100A4 inh HTS	1	6	2	8	0	-1	1	6	5	/
SIRT5 block	2	0	0	-1	0	0	0	5	1	/
DENV2 CPE	?	-2	-2	-1	11	-4	7	1	-12	-6
E-sel inducer	0.1	-0.3	1.7	-0.1	-9.3	0.0	/	-0.1	2.1	-0.1
C2C12 statin	/	-2	-11	/	6	16	-7	2	0	-3
ERp5 block	-3	1	1	-3	-2	2	-9	3	7	/
PglD inh	/	/	0	/	2	3	-4	0	6	-2

41) C[C@H]1CN([C@@H](C)CO)C(=O)c2cc(NC(=O)NC3CCCCC3)ccc2O[C@H]1CN(C)Cc1ccc(C(=O)Nc2ccccc2N)cc1
42) Cn1c(=O)c2c(nc(N/N=C/c3cccs3)n2C)n(C)c1=O
43) COc1ccc(-c2nnc3cccc(Cl)n23)c(OC)c1
44) O=S(=O)(Cc1ccccc1)N1CCCCN2[C@@H](CO)[C@@H](c3ccc(-c4ccc(F)cc4)cc3)[C@@H]2C1
45) CC(C)c1ccc(NC(=O)[C@H]2CSCN2C(=O)[C@@H]2CCC(=O)N2)cc1
46) O=C(NNc1nc2ccccc2s1)c1ccccc1F
47) CCOc1cc(C(=O)N/N=C/c2cn(-c3ccccc3)nc2-c2cc3ccccc3o2)cc(OCC)c1OCC
48) COC(=O)C(CC#Cc1ccc2c(c1)[C@]1(C(=O)N2)[C@H](c2ccc(OCCO)cc2)N2[C@H](c3ccccc3)[C@H](c3ccccc3)OC(=O)[C@H]2[C@@H]1C(=O)N1CCN(c2ncccn2)CC1)C(=O)OC
49) O=C(C[C@H]1C[C@@H]2c3cc(NC(=O)CC4CC4)ccc3O[C@@H]2[C@H](CO)O1)NCc1ccc(Cl)cc1
50) C[C@H]1CCCCO[C@H](CN(C)C(=O)Nc2ccc(F)cc2)[C@@H](C)CN([C@@H](C)CO)C(=O)c2cc(NC(=O)c3ccncc3)ccc2O1

assay / compound	41	42	43	44	45	46	47	48	49	50
S100A4 inh HTS	1	-1	0	-12	-4	-3	-6	-5	6	-6
SIRT5 block	/	1	-4	4	0	-2	-3	5	0	-2
DENV2 CPE	-4	-10	-3	-23	1	0	-2	11	-7	0
E-sel inducer	0.8	/	0.0	-0.8	/	/	0.1	/	0.0	-0.2
C2C12 statin	38	/	-4	-21	109*	25	-11	/	6	/
ERp5 block	-2	-15	-1	1	-1	7	5	0	3	0
PglD inh	1	1	-3	4	1	1	/	14	-1	1

51) CCCN(C)C[C@H]1Oc2ncc(-c3ccncc3)cc2C(=O)N([C@@H](C)CO)C[C@@H]1C
52) C[C@H]1CN([C@@H](C)CO)C(=O)CCCn2nncc2CO[C@H]1CN(C)S(=O)(=O)c1ccccc1F
53) COc1cccc(CN2CCNC(=O)C2CC(=O)NCc2cn3ccccc3n2)c1OC (stereo not drawn)
54) CCn1nnnc1NCc1ccc(SC)cc1
55) Cc1ccc(OCC(O)Cn2c(N3CCCCC3)nc3c2c(=O)[nH]c(=O)n3C)cc1C (stereo not drawn)
56) CSCCC(NC(=O)c1ccco1)C(=O)Nc1ccncc1 (stereo not drawn)
57) CCCn1c(C(C)NS(=O)(=O)c2ccccc2)n[nH]c1=S (stereo not drawn)
58) CC(=O)Nc1cc2ccc(OC(C)=O)cc2oc1=O
59) O=C(CNC(=O)c1ccccc1Br)NNC(=O)c1cccs1
60) O=C(C[C@@H]1C=C[C@H](NC(=O)C2CC2)[C@@H](CO)O1)NCC1CC1

assay / compound	51	52	53	54	55	56	57	58	59	60
S100A4 inh HTS	5	5&15	-1	-2	1	-3	-11	-5	0	1
SIRT5 block	-6	-2&8	1	-2	5	-1	-1	-61	8	3
DENV2 CPE	-8	27*!	/	2	-2	3	-4	-3	-7	0
E-sel inducer	-0.2	-0.2	0.3	/	0.1	-0.1	/	-0.2	0.1	-0.1
C2C12 statin	39	21&10&2	/	42	7	-5	-2	1	15	0
ERp5 block	25	-3&1	10	0	4	-8	2	6	-1	0
PglD inh	4	1&1&-2	/	-1	4	6	4	2	-1	-5

# Sorted by heavy-atom count (ascending): some entries from above
12) O=C(N1CCc2[nH]c3ccccc3c2C1)C(F)(F)F
27) CCOC(=O)N1CCN(C(=O)c2noc3c2COc2ccccc2-3)CC1
55) Cc1ccc(OCC(O)Cn2c(N3CCCCC3)nc3c2c(=O)[nH]c(=O)n3C)cc1C (stereo not drawn)

assay / compound	12	27	55
S100A4 inh HTS	6	-1	1
SIRT5 block	-2	-11	5
DENV2 CPE	4	-3	-2
E-sel inducer	0.0	/	0.1
C2C12 statin	-10	-8	7
ERp5 block	-1	-4	4
PglD inh	4	-1	4

# Source: PubChem (Broad Institute)

# Not all compounds are listed; the hit share may differ from the screen's.
